Bim-Bcl-XL – disrupts Bim peptide binding to human Bcl-XL. 190,000 compounds, 0.04% hits. inhibition, % at 10 µM. Q07817. bead flow cytometry, fluorescence
RGS4-Gao reg – modulates binding of RGS4 to human Galphao. P09471. AID 1415. Multiplexed bead flow cytometry; actives lie on both sides. 220,000 compounds, 0.33% hits. binding response (% of control), % at 10 µM; in the data active means binding response below about 49% or above about 150%; inactive means in between;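 further: fluorescent Galphao activated with aluminum fluoride binding bead-coupled RGS4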
Bfl-1 Bim block – disrupts Bim binding to human Bfl-1; Q16548; Bead-based flow cytometry, Bim-Bfl-1 binding inhibition; inhibition, % at 10 µM; 190,000 compounds, 0.12% hits;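 further: 0% = wells without compound plus tracer and 100% = blocker peptide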
Mcl1-Noxa inh – disrupts binding of human Mcl-1 to Noxa peptide | TR-FRET Mcl-1/Noxa peptide binding, 2 h | inhibition, % at 21.7 µM | 220,000 compounds, 1.5% hits | AID 1022;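 active means compounds that cut the protein-peptide binding signal by more than 50% relative to plate controls in a single-dose test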;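 further: His-tagged Mcl-1 with rhodamine Noxa BH3 peptide and terbium anti-His antibody; 0% = Mcl-1 plus Noxa peptide wells and 100% = peptide-only wells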
Target sequence (Q07820 whole entry, looked up): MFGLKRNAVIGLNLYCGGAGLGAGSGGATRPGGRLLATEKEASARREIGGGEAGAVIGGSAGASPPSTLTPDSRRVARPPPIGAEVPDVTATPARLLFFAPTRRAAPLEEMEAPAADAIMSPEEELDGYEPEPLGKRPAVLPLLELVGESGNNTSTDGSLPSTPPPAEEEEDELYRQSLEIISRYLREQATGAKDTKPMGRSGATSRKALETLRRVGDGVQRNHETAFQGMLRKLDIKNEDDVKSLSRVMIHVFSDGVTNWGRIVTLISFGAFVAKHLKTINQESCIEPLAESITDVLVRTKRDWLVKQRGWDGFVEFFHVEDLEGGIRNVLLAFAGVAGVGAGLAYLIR
RGS8-Gao – regulators of human RGS8-Galphao interaction; response (percent of control binding), % at 10 µM; multiplexed bead flow cytometry, RGS8-Galphao binding; actives lie on both sides; 220,000 compounds, 0.34% hits; in the data active means response below about 60% or above about 140%; inactive means in between;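 further: Galphao activated as the GDP aluminium fluoride complex binding bead-coupled RGS8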
Mcl1-Bid inh – disrupts binding of human Mcl-1 to Bid peptide. TR-FRET Mcl-1/Bid-Dy647 peptide binding, 1536-well. Q07820. inhibition, % at 21.7 µM. 220,000 compounds, 0.97% hits;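 active means compounds that cut the binding signal by more than half at the single screening dose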;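 further: His-tagged Mcl-1 with europium anti-His antibody binding Bid BH3 peptide; 0% = Mcl-1 plus peptide wells and 100% = peptide-only wells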
Bcl-W Bim block – human Bim-Bcl-W interaction inhibition; inhibition, % at 10 µM; bead-based flow cytometry, Bim peptide-Bcl-W binding; Q92843; AID 952; 190,000 compounds, 0.02% hits;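 further: 0% = bound tracer without compound and 100% = peptide blocker; higher means less fluorescent Bim peptide bound to Bcl-W beads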
Target sequence (Q92843 whole entry, looked up): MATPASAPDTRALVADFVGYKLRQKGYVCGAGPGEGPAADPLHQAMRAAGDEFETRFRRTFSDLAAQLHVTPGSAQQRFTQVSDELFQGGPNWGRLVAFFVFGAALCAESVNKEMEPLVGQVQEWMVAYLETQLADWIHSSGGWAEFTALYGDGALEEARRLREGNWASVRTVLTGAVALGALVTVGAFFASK
Bim-Mcl-1 – inhibitors of Bim-Mcl-1 interaction, human | 190,000 compounds, 0.1% hits | AID 1009 | inhibition, % at 10 µM | Bead-based flow cytometry, Bim peptide-Mcl-1 binding | Q07820;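 further: 0% = no compound tracer wells and 100% = peptide blocker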
RGS7-Gao reg – modulates binding of RGS7 to human Galphao. Multiplexed bead flow cytometry; actives lie on both sides. binding response (% of control), % at 10 µM. P09471. 220,000 compounds, 0.35% hits; in the data active means binding response below about 49% or above about 150%; inconclusive means no clear call, values can overlap the other calls; inactive means in between;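 further: fluorescent Galphao held in activated GDP-AlF4 state binding bead-coupled RGS7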
Bcl-2 Bim block – disrupts Bim peptide binding to human Bcl-2. P10415. Bead-based flow cytometry, Bim peptide-Bcl-2 binding. inhibition, % at 10 µM. 190,000 compounds, 0.06% hits. AID 950; in the data active means inhibition above about 40%; inconclusive means no clear call, values can overlap the other calls;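 further: 0% = no compound wells with probe peptide and 100% = reference peptide inhibitor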
Bcl-B Bim block – disrupts Bim peptide binding to human Bcl-B; Q9HD36; bead-based flow cytometry; inhibition, % at 10 µM; 190,000 compounds, 0.073% hits;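 further: 0% = tracer peptide without compound and 100% = reference inhibitor peptide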
Target sequence (Q9HD36 whole entry, looked up): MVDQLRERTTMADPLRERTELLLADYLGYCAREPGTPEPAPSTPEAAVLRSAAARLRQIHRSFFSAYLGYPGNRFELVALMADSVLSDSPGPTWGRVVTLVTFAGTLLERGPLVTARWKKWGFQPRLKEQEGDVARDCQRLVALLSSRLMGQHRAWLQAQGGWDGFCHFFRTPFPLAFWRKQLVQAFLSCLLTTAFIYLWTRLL
An asterisk follows results filed as active; ? = inconclusive; / = not tested or not shown; [ ] = dose if it differs, or a comment. Unless noted, no stated cut-off is given here; in the data, active means inhibition above about 40%. No enrichment for hits; 2.7% or so of the library scored in one or more.

Bim-Bcl-XL,RGS4-Gao reg,Bfl-1 Bim block,Mcl1-Noxa inh,RGS8-Gao,Mcl1-Bid inh,Bcl-W Bim block,Bim-Mcl-1,RGS7-Gao reg,Bcl-2 Bim block,Bcl-B Bim block,compound
-3,105,1,5,100,-25,0,0,100,2,-3,CC12C(=O)N(c3ccc(OC(=O)c4ccco4)cc3)C(=O)C1C1c3ccccc3C2c2ccccc21 (configuration not stated)
4,106,0,-17,136,-71,1,-1,103,-3,0,CCC(C)c1ccccc1NC(=S)Nc1cccnc1 (configuration not stated)
7,98,-2,10,99,-29,0,39,100,6,9,COc1cc2c(cc1OC)CN(CC(=O)NC(=O)NC1CCCCC1)CC2
-4,101,-7,13,99,-12,1,-1,96,-7,-10,COc1ccc(/C=C/C(=O)N(C(C)C)C(C)C)cc1Br
8,109,7,13,102,-17,5,4,106,-1,11,CCOC(=O)c1cc(NC(=O)Nc2nc3ccccc3s2)c(C)nc1C
-4,99,-1,-11,98,-6,-5,-3,103,-5,-5,Cc1cc(N/C=C\C(=O)c2ccc(Cl)c(Cl)c2)no1
-8,98,-13,17,98,-14,-10,-7,104,-9,-17,COc1cc2cc(CN(CCc3cccc(C)c3)C(=S)NCCCN(C)C)c(=O)[nH]c2cc1OC
7,96,11,-9,86,-11,5,6,90,11,8,Cc1c(C(=O)N2CCc3ccccc32)oc2ccccc12
0,97,-2,-47,102,-18,-2,0,99,-1,0,Brc1ccc(-c2nc3ccccc3s2)s1
-7,101,-1,15,103,30,-4,-3,99,-1,-2,Cc1ccc(-c2n[nH]c(=O)c3ccccc23)cc1S(=O)(=O)NCCO
/,100,/,29,102,-47,/,/,?,/,/,Cc1ccc(Nc2c(-c3ccccc3O)nc3ncccn23)cc1
-10,99,-19,-17,101,2,-3,-8,100,-9,-10,COC(=O)c1ccc(COC(=O)c2ccc(N(C)C)cc2)cc1
-7,100,-15,-13,103,-29,1,0,100,-6,-3,CCOC(=O)c1cc(NC(=O)N2CCCCC2)c(C)nc1C
-3,99,0,11,99,-4,-2,-1,106,0,-17,COc1ccc(OC)c(NC(=O)C(=S)NC2CCCCC2)c1
-5,101,-9,7,102,-19,0,1,101,-4,-6,Cc1c(C(=O)N2CCN(c3ccccn3)CC2)oc2ccccc12
0,100,-1,11,101,-9,2,1,97,-2,1,O=C(CCc1ccccc1)OCC(=O)c1ccc([N+](=O)[O-])cc1
-1,100,-14,-18,100,-23,0,1,101,-4,-7,CCOC(=O)c1cc(C(=O)Nc2ccc(C)c(F)c2)nn1C
4,104,0,-2,84,-38,-1,0,175*[activator],-1,1,COC(=O)CCC(=O)NNC(=O)c1ccc(Cl)cc1Cl
-4,100,-4,4,100,1,-1,1,99,-1,-4,Cc1c(NC(=O)COc2cccc3c2OC(C)(C)C3)c(=O)n(-c2ccccc2)n1C
/,112,/,17,104,-18,/,/,?,/,/,CN(C)CCCn1c(N)c(S(=O)(=O)c2ccccc2)c2nc3ccccc3nc21
-3,99,1,6,98,-15,-4,-2,101,0,-3,CSc1ccccc1NC(=O)c1ccccc1N(C)S(C)(=O)=O
-4,102,0,7,98,-8,-3,-3,100,-3,-2,Cc1ccc(C(=O)Nc2ccccc2C(=O)NC(C(=O)O)C(C)C)cc1 (configuration not stated)
-3,102,2,8,104,-19,0,-1,100,3,-2,Cc1ccc(N2C(=O)C3NN=C(C(=O)OCc4ccccc4)C3C2=O)cc1 (configuration not stated)
-2,98,-7,6,99,-5,-3,-1,97,-6,-3,C=CCn1c(CCCNC(=O)C(C)(C)C)nc2ccccc21
-2,101,-8,36,104,-58,0,0,104,-3,-4,Clc1ccccc1CN1CCN(/N=C/c2ccncc2)CC1
-3,114,-3,-3,105,-18,-4,-2,107,-6,-3,Cc1cc(C)nc(NC(=O)Nc2ccc3c(c2)OCO3)c1
0,99,4,4,98,11,-2,-2,98,0,-2,COc1ccccc1NS(=O)(=O)c1cc(NC(=O)CC(C)(C)C)ccc1N1CCOCC1
/,78,/,-1,92,-2,/,/,?,/,/,CC(C)(C)SCCNC(=O)/C=C/c1ccccc1
-4,95,-1,15,93,-20,0,0,91,0,-4,CCCc1cc(=O)[nH]c(/N=C(\N)Nc2ccccc2)n1
-5,103,-8,3,104,-34,-2,-3,94,-8,-9,Cc1ccnc(SCc2cc(=O)c(OC(=O)c3cc([N+](=O)[O-])ccc3Cl)co2)n1
-1,96,0,7,103,-24,0,-4,100,-2,-1,Cc1cc(C)n(-c2nc(C)nc3sc4c(c23)CCC(C)C4)n1 (configuration not stated)
-2,94,-1,/,100,/,-2,0,99,-3,-3,CN(C)c1ccc(-c2nc3ccccc3n2C)cc1
-3,95,1,12,88,-13,0,-1,97,2,-4,O=C(O)[C@@H]1CCCN1C(=O)c1ccco1
-8,100,-11,4,106,47,-7,-5,102,-4,-3,COCCn1c(SCC(=O)Nc2ccc(C)cc2)nc2c(oc3ccccc32)c1=O
-6,98,-9,3,102,4,-2,-2,99,-8,-8,COc1ccccc1N1CCN(C(CNS(=O)(=O)c2cccs2)c2cccnc2)CC1 (configuration not stated)
0,101,-9,4,100,-3,-2,-1,103,-4,-8,Cc1cc(C)c(C#N)c(SCc2ccccc2C(=O)O)n1
0,103,-11,9,103,-5,0,-1,105,-2,-7,COC(=O)C1CCN(C(c2cc(OC)c(OC)c(OC)c2)c2sc3nc(C)nn3c2O)CC1 (configuration not stated)
/,110,/,3,101,-75,/,/,?,/,/,Cc1cc(N/N=C/c2ccc(N(C)C)cc2)nc(NCc2ccccc2)n1
-10,101,-12,0,101,-38,0,0,99,-9,-7,CN(C(=O)CSc1nnc(-c2ccncc2)n1C)C1CCS(=O)(=O)C1 (configuration not stated)
-1,104,0,-12,105,-13,-3,-3,103,0,1,CCc1ccc(CN(C(=O)c2cc3ccccc3oc2=O)C2CCS(=O)(=O)C2)cc1 (configuration not stated)

Reprinted at random: 2 entries already listed, in no set order.
Bim-Bcl-XL,RGS4-Gao reg,Bfl-1 Bim block,Mcl1-Noxa inh,RGS8-Gao,Mcl1-Bid inh,Bcl-W Bim block,Bim-Mcl-1,RGS7-Gao reg,Bcl-2 Bim block,Bcl-B Bim block,compound
-6,98,-9,3,102,4,-2,-2,99,-8,-8,COc1ccccc1N1CCN(C(CNS(=O)(=O)c2cccs2)c2cccnc2)CC1 (configuration not stated)
0,101,-9,4,100,-3,-2,-1,103,-4,-8,Cc1cc(C)c(C#N)c(SCc2ccccc2C(=O)O)n1

Remaining list, next part.
Bim-Bcl-XL,RGS4-Gao reg,Bfl-1 Bim block,Mcl1-Noxa inh,RGS8-Gao,Mcl1-Bid inh,Bcl-W Bim block,Bim-Mcl-1,RGS7-Gao reg,Bcl-2 Bim block,Bcl-B Bim block,compound
-5,96,-15,15,102,-40,-5,-4,113,-5,-8,CCCCn1c(SCC(=O)/C(C#N)=C(\C)N)nc2ccccc2c1=O
3,116,-2,17,106,-3,1,-2,105,0,1,CN1CCN(C2CC(=O)N(c3ccc4c(c3)OCCO4)C2=O)CC1 (configuration not stated)
-3,103,0,11,104,2,-2,-1,100,-2,-6,COc1ccc(C(=O)Nc2ccc3nc(N4CCCCC4)cc(C)c3c2)c(OC)c1
-2,105,-1,-4,103,-26,-3,-2,105,-5,-4,CSc1nc(-c2ccccc2)c(-c2ccccc2)[nH]1
-5,103,-4,85*,115,-19,0,-2,109,-4,-3,CC1(C)CC(=O)C(C=Nc2cccc(/N=C/C3=C(O)CC(C)(C)CC3=O)n2)=C(O)C1
-1,101,0,15,100,-57,2,-3,100,-4,-8,Cc1ccc(COc2ccsc2-c2n[nH]c(=S)n2C)cc1
7,95,-6,37,102,34,1,0,97,-2,-6,COc1ccccc1-c1nc2s/c(=C\c3cccs3)c(=O)n2n1
/,99,/,18,104,21,/,/,?,/,/,Cc1nc2ccccc2c(=O)n1NC(=O)c1cc(Br)ccc1Cl
0,89,4,5,77,7,4,3,91,2,5,COCCn1c(SCC(=O)N2CC(=O)Nc3ccccc32)nnc1-c1ccoc1C
-1,94,-1,-3,96,-1,-2,0,93,-2,0,CCOc1ccccc1C1NC(=O)NC(C)=C1C(=O)OCc1ccco1 (configuration not stated)
1,99,-5,15,100,-22,1,1,107,-3,-2,CCOC(=O)Cc1csc(NS(=O)(=O)c2ccc(SC)cc2)n1
-4,98,-5,14,100,-23,-1,-4,96,-2,-7,COc1ccc2nc(NC3=NC(c4ccccc4)CC(=O)N3)nc(C)c2c1 (configuration not stated)
-4,103,-5,1,100,-14,-2,0,101,-3,-5,CCOC(=O)CCCNC(=O)COC(=O)[C@@H]1CCCN1S(=O)(=O)c1ccc(Cl)cc1
-5,105,-12,4,103,3,-1,-1,103,-8,-9,CC1S/C(=C(\C#N)C(N)=O)N(c2ccc(F)cc2)C1=O (configuration not stated)
-13,98,-12,-2,98,2,0,-1,98,-8,-4,CCC(C)(C(=O)NC1CCCCC1)N(C(=O)C1CCC(=O)N1)c1ccccc1 (configuration not stated)
-11,101,-10,7,98,0,-7,-7,101,-9,-18,COC(=O)c1ccc(COc2ccccc2/C=C(\C#N)C(=O)Nc2ccc(C)cc2)cc1
-3,103,0,20,107,-2,0,-1,107,1,0,O=P(Cc1cc[n+]([O-])cc1)(c1ccccc1)c1ccccc1
0,97,-2,-5,98,5,1,1,95,1,1,O=C(NCc1ccccn1)c1c(O)c2cccc3c2n(c1=O)CC3
-3,102,-7,-10,103,-19,-2,-2,103,-5,-5,COc1cc(S(=O)(=O)N2CCCCC2)c(OC)cc1Br
/,82,/,-14,92,2,/,/,?,/,/,CC(=O)Nc1ccccc1OC(C)C(=O)N1CC(C)CC(C)C1 (configuration not stated)
